Screening results deposited in PubChem by NCI.
Growth percent in the NCI-60 one-dose screen (48 h, 10 µM unless noted): 100 = growth as untreated, 0 = no growth, -100 = all killed.
SR: SR leukemia cells | actives 8.7% (n = 73,000)
T-47D: T-47D breast cancer | actives 5% (n = 79,000) | AID 1794792
BT-549: BT-549 breast cancer. AID 1794793. actives 4.4% (n = 78,000)
HS 578T: HS 578T breast cancer | actives 4.1% (n = 78,000) | AID 1794788
K-562: K-562 leukemia. actives 7.4% (n = 78,000). AID 1794777
MCF7: MCF7 breast cancer; actives 6.3% (n = 82,000)
MDA-MB-468: MDA-MB-468 breast cancer. AID 2202374. actives 8.5% (n = 78,000)
MDA-MB-231: MDA-MB-231 breast cancer. actives 5% (n = 81,000)
Starred values were filed as active, the others as inactive; . = not tested or not shown; & = joins results of further samples; [ ] = remark or other dose. Rule for the calls: active = growth percent below 10; inactive = the rest.

SMILES	SR	T-47D	BT-549	HS 578T	K-562	MCF7	MDA-MB-468	MDA-MB-231
CC1(C)CC[C@]2(C(=O)O)CC[C@]3(C)C(=CC[C@@H]4[C@@]5(C)C/C(=C/c6cccnc6)[C@H](O)C(C)(C)[C@@H]5CC[C@]43C)[C@@H]2C1	37.3[100 µM]	15.1[100 µM]	0.6*[100 µM]	3.0*[100 µM]	9.3*[100 µM]	3.9*[100 µM]	4.0*[100 µM]	-24.3*[100 µM]
CCN(CC)CCCC(C)Nc1c2c(nc3ccc(OC)cc13)CCCC2 (configuration not stated)	93.6	113.5	100.9	93.5	79.9	91.4	98.8	79.8
Cc1cc2nc3ccccc3n2c2cc(OCCCCl)ccc12	.	77.2	96.0	73.0	74.4	81.1	102.9	91.9
NNC(=O)c1oc2nc(-c3cnccn3)cc(-c3cccs3)c2c1N	91.1	101.5	105.6	107.2	100.5	90.1	105.3	101.8
COc1cc(C)c2c(=O)c3c(oc2c1)C(=O)c1c(O)c(OC)cc(O)c1C3=O	15.7	0.3*	11.7	35.0	-23.8*	7.9*	.	-0.9*
COc1ccc(-c2cc(-c3cccs3)[nH]c(=O)c2C#N)cc1	100.7	89.5	96.7	100.6	37.4	85.8	88.0	98.9
O=C(O)CN1CCc2c(sc3ncnc(N/N=C/c4cccc5ccccc45)c23)C1	98.1	100.9	109.2	110.4	97.2	91.3	106.8	114.5
Cc1nn(-c2nc(-c3cc4ccccc4oc3=O)cs2)c(C)c1N=Nc1ccc(F)cc1	95.7	91.2	103.4	112.3	100.9	91.7	107.3	74.7
O=c1oc2c3ccc4[nH]cccc4c3nc2c2ccccc12	46.4	59.7	75.7	74.3	65.9	50.7	.	75.9
COc1ccc(C(=O)/C=C/c2c(C(F)(F)F)nc3sccn23)cc1OC	.	-16.9*	11.3	-6.0*	-15.1*	7.8*	-21.1*	36.8
Cc1nnc2n(-c3ccccc3)c(=O)c3cnn(-c4ccccc4)c3n12	103.6	47.5	65.3	105.8	83.2	85.9	116.2	108.5
C[C@@H](C[C@H](CCOC(=O)N(C)C)c1ccccc1)c1cc2ccccc2o1	99.6	71.8	94.2	87.9	75.6	101.7	.	93.5
C[C@@H]1[C@H]2C[C@@H](C[C@H]1NC(=O)c1cc(-c3ccccc3)on1)C2(C)C	75.2	78.6	101.2	93.4	68.2	87.7	81.2	95.1
O=C(/C=C\c1ccco1)/C=C/c1ccco1	102.7	112.1	101.4	104.8	111.3	101.5	101.5	93.4
COC(=O)/C(=C\c1ccc(O)c(O)c1O)c1nc(C#N)c(NCCO)o1	21.9	70.9	100.0	81.4	49.4	63.6	86.3	60.0
COC(=O)CCC(CCC(=O)OC)(CCC(CCC(=O)OC)(CCC(=O)OC)[N+](=O)[O-])[N+](=O)[O-]	.	97.3	90.7	99.2	110.0	94.8	99.6	99.0
CCCCN(CCCC)CC(CC)N(CCCC)CCCC (configuration not stated)	93.3	88.3	103.3	104.1	88.2	82.2	93.0	119.5
c1ccc2c(-c3nc(-c4ccsc4)cs3)c[nH]c2c1	91.3	50.1	93.7	87.8	108.6	62.8	75.8	82.6
O=C1Nc2ccccc2C1=O	98.5	.	98.8	117.1	107.7	.	99.7	108.3
CN(C)CCC(=O)C1CC1	97.3	97.6	99.7	111.5	102.1	107.9	103.6	103.3
Clc1ccc2c(NCCCN3CCN(c4nc(-n5ccnc5)nc5ccccc45)CC3)ccnc2c1	.	.	67.6	85.5	-48.8*	-29.3*	105.9	9.0*
CCCSc1nc(NC2CC2)c(C#N)c(-c2ccc(F)cc2)n1	73.0	71.1	78.1	66.0	76.2	98.1	116.6	38.7
CCOC(=O)CCCCN(C)CCCCC(=O)OCC	99.9	98.8	100.0	106.7	101.1	106.4	103.6	106.3
O=C1C=CN2C(=O)CC=CC2[C@@H]1O (some centres not stated)	.	90.4	101.7	120.8	109.1	96.5	109.5	121.7
CN(C)C=Nc1c(I)cc(I)c(CCC(=O)O)c1I	100.5	106.4	111.7	109.6	100.8	103.6	112.0	117.7
CNc1cc(N2CCC3(CC2)CN(c2cc(F)c(CN4CCC(C)(C)CC4)cc2F)CC(=O)N3)ncn1	113.7	89.8	55.5	77.9	75.3	53.8	42.8	72.6
CC(=O)O[C@H]1CC[C@@]2(C)C(=CC[C@@H]3[C@@H]2CC[C@]2(C)C(=O)N(O)C(=O)C[C@@H]32)C1	74.8	87.1	91.9	105.8	49.9	76.0	83.6	97.9
Clc1cc2cc(-c3nc4ccccc4[nH]3)c(Cl)nc2cc1Cl	86.2	74.9	96.2	98.2	80.7	71.5	27.8	83.2
CCCCCCCCCCN=C(c1ccc(N(C)C)cc1)c1ccc(N(C)C)cc1	23.0	20.7	38.1	26.7	10.1	11.9	-8.7*	49.5
COc1ccc(Cn2cc3c(c2-c2ccccc2)CCc2cnc(=O)[nH]c2-3)cc1	.	69.2	113.9	75.2	57.9	103.1	86.7	82.0
C=CCn1c(C)nc2ccc(Nc3nc(-c4ccccc4)nc4ccccc34)cc21	93.5	65.8	87.5	97.4	83.3	91.2	101.7	79.2
Cc1cccc(Cc2nc3ccccc3[nH]2)c1	107.2	100.0	105.9	96.8	96.8	100.3	106.7	95.6
C/C1=C\CC2CC[C@@](C)(O)[C@@H](CC/C(C)=C/CC1)C2(C)C	76.5	98.2	78.2	102.2	72.8	171.3	.	85.6
N#C/C(=C\c1ccc(-c2cc(Cl)ccc2Cl)o1)c1ccccc1	87.7	48.1	80.4	79.9	88.8	65.9	76.7	65.3
CN(C)C(=O)c1cccnc1	112.7	99.0	100.5	125.7	120.4	113.1	105.6	130.4
CN1CCN(Cc2ccc(NC(=O)c3[nH]ncc3Nc3ccnc4ccnn34)cc2)CC1	16.0	63.2	74.1	63.0	34.9	35.9	65.6	99.9
COc1ccc(C(=O)c2cc(OC)c3c(c2)OCO3)cc1O	9.9*	56.9	54.5	12.2	14.8	17.1	0.3*	16.4
O=C/C(=C/c1ccccc1)c1ccccc1	99.4&93.3	95.8&105.5	102.2&95.0	108.1&107.2	93.8&101.6	97.4&97.4	106.1	109.5&106.4
C=CCn1cccc1CNc1ccc(OC)cc1	94.0	96.7	111.4	110.1	111.1	97.9	92.5	99.8
O=C1c2cccc3c(-c4ccc5ncn(C6CCCCC6)c5c4)ccc(c23)C(=O)N1Cc1ccccc1	71.7	64.6	88.9	86.6	53.8	77.8	91.3	63.1
C[C@]12CCc3nc(-c4cccc(Oc5cccc(C(F)(F)F)n5)c4)sc3C1=CC[C@@H]1[C@@H]2CC[C@]2(C)/C(=N\NC(=O)c3ccncc3)CC[C@@H]12	83.8	73.2	98.0	99.3	80.5	89.4	80.9	105.9
COC(=O)C1CC(n2cc(-c3ccc4cc(OC)ccc4c3)nn2)CN1C(=O)c1cc(OC)c(OC)c(OC)c1 (configuration not stated)	71.9	.	85.9	104.8	81.2	90.9	97.4	85.9
COc1ccc(-c2nnc(Nc3c(C)cccc3C)o2)cc1	105.6	102.8	85.1	95.5	106.0	94.4	96.7	82.0
C[C@H](C(=O)NCc1ccc2c(c1)OCO2)C1CCN(C(=O)c2cc3ccccc3[nH]2)CC1	88.5	70.6	96.9	85.4	85.4	90.1	89.3	86.9
CC(=O)n1cc(-c2cc3cc(Cl)cc(Cl)c3oc2=O)c2ccccc21	97.7	76.6	103.2	98.2	93.4	65.6	93.0	91.2
O=[N+]([O-])c1ccc(C(Br)c2ccc([N+](=O)[O-])cc2)cc1	7.8*	83.8	77.3	107.1	25.4	70.8	111.8	93.8
COc1ccc2nc(N3CN(c4cc(OC)c(OC)c(OC)c4)c4ncccc4C3=O)sc2c1	.	79.4	87.3	.	.	88.2	77.5	70.9
CC[N+](CC)(CC)CCOc1cccc(OCC[N+](CC)(CC)CC)c1OCC[N+](CC)(CC)CC	90.4&106.2	89.5&107.9	106.8&118.5	109.0&126.1	91.6&120.9	101.1&125.8	103.9&106.2	113.8&105.0
Cc1[nH]c2ccccc2c(=O)c1CNCc1ccccc1	102.6	107.1	112.0	89.8	105.3	102.8	103.6	94.3
CCCCCCCCOC(=O)c1ccccn1	124.7	96.4	94.5	106.2	114.6	96.2	107.4	95.2
Nc1cccc2nnccc12	98.7	85.7	110.7	109.3	94.6	92.0	100.8	110.4
N#Cc1ccc(Cl)cc1[N+](=O)[O-]	.	99.0	99.0	109.6	89.7	93.8	97.7	93.3
COc1ccc(/C=C/C(=O)c2ccc(O)c(CN3CCN(c4cc5c(cc4F)c(=O)c(C(=O)O)cn5C4CC4)CC3)c2)cc1	.	37.6	17.7	35.4	20.3	8.7*	3.0*	50.6
CCN(CC)CCOC(=O)CC1CCCCC1	105.8	106.4	123.2	132.9	123.7	103.5	122.2	115.9
Cc1cc(C)c(C(=O)C[n+]2ccc3ccccc3c2)c(C)c1	77.4	96.7	90.2	108.0	86.4	88.1	102.1	92.2
O=C(CCCCCCCC(=O)N1CCCCC1)N1CCCCC1	134.5	117.1	96.4	96.5	113.9	97.1	104.6	94.1
Nc1ncc(-c2c(F)c(F)c(F)c(F)c2F)s1	88.3	74.4	83.5	91.0	92.2	91.4	88.0	108.1
COc1cc(/C=C/c2cc(C(F)(F)F)[nH]c(=O)n2)ccc1OCc1ccccc1F	.	50.8	32.7	84.7	37.5	24.6	56.9	81.2
COc1ccc(/C=N/N=C(/c2ccccc2)c2ccc3nc(-c4ccc(O)cc4)[nH]c3c2)cc1	66.8	77.9	81.2	109.4	71.7	54.6	90.2	92.9
Cc1cc(C(C)(CC(C)C)c2ccc(O)c(C)c2)ccc1O	94.6	86.8	109.0	129.3	97.1	114.9	102.9	88.0

Other results:
SMILES	SR	T-47D	BT-549	HS 578T	K-562	MCF7	MDA-MB-468	MDA-MB-231
Cc1cc(S(=O)(=O)Nc2nn(-c3ccccc3)c(=O)[nH]2)c(SCc2ccccc2)cc1Cl	72.5	97.4	.	100.8	83.0	111.5	.	92.7
CCCCN1C(=O)c2cccc3cccc(c23)C1=O	101.2	97.4	85.4	85.1	107.1	71.9	88.6	87.4
Cc1ccc(S(=O)(=O)Nc2ccc(C3=NNC(c4cccc(F)c4)C3)cc2)cc1 (configuration not stated)	93.5	93.7	95.5	99.2	91.3	.	101.9	95.4
O=C1NC(=O)/C(=C/N2N=C(c3ccc(Cl)cc3)CC2c2ccc(F)cc2)S1 (configuration not stated)	93.9	67.2	91.2	82.0	72.6	74.6	118.2	77.0
COc1cc2c3c(n(CCCNC4CCC4)c(=O)c2cc1OC)-c1cc2c(cc1C3=O)OCO2	.	53.5	76.0	84.1	.	-71.5*	30.6	-65.1*
O=C(Nc1nc(-c2cccnc2)nc2c1sc(=S)n2-c1ccc(F)cc1)C(F)(F)F	83.0	90.5	89.5	99.3	93.3	98.3	103.3	110.8
N#CSCC1CC(O)(c2ccccc2)CC(c2ccc(F)cc2)O1 (configuration not stated)	-29.6*	12.5	-9.7*	-22.7*	20.7	-17.0*	6.0*	-1.4*
Cn1c(=O)c2c(nc(-c3cccc(OCCCCl)c3)n2C)n(C)c1=O	83.5	81.2	85.3	105.1	100.3	85.4	89.6	.
CCS(=O)(=O)N1CCN(c2ccccc2)CC1	91.6	110.8	120.9	125.5	101.5	101.1	.	112.3
CC1(C)NCCC[C@]2(C)[C@H]3CC[C@@H]4[C@H]5[C@H](C(=O)/C=C/c6ccco6)CC[C@]5(CO)CC[C@@]4(C)[C@]3(C)CC[C@@H]12	.	75.7	89.1	86.8	.	46.6	87.9	96.2
COc1cc(OC)c(OC)cc1C=NNc1ncnc2ccccc12	91.7	98.0	120.8	103.5	104.1	91.1	112.9	85.8
O=C(O)CCCCCNC(=O)OCc1ccccc1	98.0	97.6	.	.	123.8	93.6	115.6	102.1
CCCCCCCCCc1nc(N)nc(N)n1	97.3	90.3	99.9	94.2	95.2	84.9	97.0	98.3
C=C(C)[C@@H]1CC[C@]2(C(=O)N[C@@H](Cc3cc4ccccc4[nH]3)C(=O)OC)CC[C@]3(C)[C@H](CC[C@@H]4[C@@]5(C)CCC(=O)C(C)(C)[C@@H]5CC[C@]43C)[C@@H]12	80.3[100 µM]	35.3[100 µM]	87.1[100 µM]	61.3[100 µM]	34.8[100 µM]	32.1[100 µM]	74.2[100 µM]	37.4[100 µM]
Oc1ccc2c(=S)cc(-c3ccc(Br)cc3)oc2c1O	1.2*	2.9*	44.6	84.0	20.7	-31.9*	-2.5*	3.7*
COc1ccc(C(O)C2c3c(cc4c(c3OC)OCO4)CCN2C)c(CO)c1OC (configuration not stated)	115.5	99.7	123.4	100.2	103.3	97.8	97.5	106.3

Arranged by count of non-hydrogen atoms (highest first): nine of the compounds above
SMILES	SR	T-47D	BT-549	HS 578T	K-562	MCF7	MDA-MB-468	MDA-MB-231
C=C(C)[C@@H]1CC[C@]2(C(=O)N[C@@H](Cc3cc4ccccc4[nH]3)C(=O)OC)CC[C@]3(C)[C@H](CC[C@@H]4[C@@]5(C)CCC(=O)C(C)(C)[C@@H]5CC[C@]43C)[C@@H]12	80.3[100 µM]	35.3[100 µM]	87.1[100 µM]	61.3[100 µM]	34.8[100 µM]	32.1[100 µM]	74.2[100 µM]	37.4[100 µM]
COc1cc2c3c(n(CCCNC4CCC4)c(=O)c2cc1OC)-c1cc2c(cc1C3=O)OCO2	.	53.5	76.0	84.1	.	-71.5*	30.6	-65.1*
Cc1cc(S(=O)(=O)Nc2nn(-c3ccccc3)c(=O)[nH]2)c(SCc2ccccc2)cc1Cl	72.5	97.4	.	100.8	83.0	111.5	.	92.7
O=C(Nc1nc(-c2cccnc2)nc2c1sc(=S)n2-c1ccc(F)cc1)C(F)(F)F	83.0	90.5	89.5	99.3	93.3	98.3	103.3	110.8
Cc1ccc(S(=O)(=O)Nc2ccc(C3=NNC(c4cccc(F)c4)C3)cc2)cc1 (configuration not stated)	93.5	93.7	95.5	99.2	91.3	.	101.9	95.4
O=C1NC(=O)/C(=C/N2N=C(c3ccc(Cl)cc3)CC2c2ccc(F)cc2)S1 (configuration not stated)	93.9	67.2	91.2	82.0	72.6	74.6	118.2	77.0
COc1cc(OC)c(OC)cc1C=NNc1ncnc2ccccc12	91.7	98.0	120.8	103.5	104.1	91.1	112.9	85.8
O=C(O)CCCCCNC(=O)OCc1ccccc1	98.0	97.6	.	.	123.8	93.6	115.6	102.1
CCS(=O)(=O)N1CCN(c2ccccc2)CC1	91.6	110.8	120.9	125.5	101.5	101.1	.	112.3
